Source: PubChem BioAssay (several laboratories)
Ins promoter up: insulin promoter activators in MIN6 cells, imaging, high-content screening, mouse beta cells. MIN6 insulin promoter-GFP reporter; hits give high values. z-score at 5 µM. 0.3% of 190,000 active;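 active = z-score above 3 at 5 µM with at least 500 cells counted in the well; inconclusive = wells under 500 cells, flagged as cytotoxic or low count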
TNAP activators: human TNAP enzyme activators, primary screen, biochemical, luminescent, no phosphate acceptor, uHTS (AID 1001); purified TNAP, luminescent activation assay, no phosphate acceptor; higher activation fold means a stronger effect; one-dose activation fold at 20 µM; EC50 in µM for titrated hits; Alkaline phosphatase, tissue-nonspecific isozyme (Homo sapiens); 0.03% of 200,000 active; in the data active = activation fold from about 3, or a potency from the dose series; inactive = the rest, 99 in 100 with activation fold below about 1.6; also: many of its hits are not listed in these tables
PMI inhibition: human PMI inhibitors, high substrate, primary screen, biochemical, fluorescence intensity, high mannose 6-phosphate (AID 1220); Mannose-6-phosphate isomerase (Homo sapiens); recombinant PMI enzyme, coupled fluorescence intensity; higher % means a stronger effect; inhibition, % at 20 µM, or IC50 in µM where a hit was titrated; 0.66% of 190,000 active
ER stress rescue: rescue of cells from ER stress-induced death, primary screen, 384-well, CSM14.1, thapsigargin, ATP luminescence (AID 1222). CSM14.1 thapsigargin-induced death rescue, ATP luminescence; higher % means a stronger effect. cellular ATP content (survival), % at 20 µM; hits with a dose series show EC50 in µM. 190,000 tested, under 10 active;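 active = EC50 below 50 µM in the dose-response confirmation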;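 also: death triggered by thapsigargin at about 15 µM added after 2 h compound pretreatment; cell ATP read after overnight thapsigargin exposure of roughly 18 to 22 hours; normalized against plate controls of thapsigargin alone and 5% DMSO vehicle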
PhoP inhibition: inhibitors of PhoP regulon expression, primary screen, Salmonella Typhimurium, GFP reporter (AID 1863); one-dose inhibition, % at 50 µM; IC50 in µM for titrated hits; S. Typhimurium PhoP-regulated promoter GFP reporter, 4 h; higher % means a stronger effect; 0.16% of 300,000 active;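 active = inhibition over 29.93%, a cutoff 3 SD above the screen mean, later confirmed by dose response; inconclusive = inhibition over 29.93% but no dose response follow-up; inactive = inhibition at most 29.93% or unconfirmed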;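 also: 0% = low Mg2+ inducing control and 100% = high Mg2+ repressing control; strong numbers were not always called active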
West Nile virus CPE: West Nile virus antiviral activity, cell-based, CPE readout (AID 1621) | CPE inhibition, % at 10 µM, or IC50 in µM where a hit was titrated | West Nile virus-infected cells, CPE inhibition; higher % means a stronger effect | 0.02% of 290,000 active; in the data active = a potency from the dose series; inconclusive = CPE inhibition mostly from about 3.7% at the one dose, without a potency; inactive = the rest, 99 in 100 with CPE inhibition below about 2.2%; also: strong numbers were not always called active
RSV antiviral HEp-2: RSV antiviral activity via CPE protection, HEp-2 cells, primary 10 µM value included (AID 2391); HEp-2 cells, RSV-induced CPE inhibition; higher % means a stronger effect; 0.13% of 310,000 active; CPE inhibition, % at 10 µM; hits with a dose series show IC50 in µM; in the data active = a potency from the dose series; inconclusive = CPE inhibition mostly from about 23% at the one dose, without a potency; inactive = the rest, 99 in 100 with CPE inhibition below about 21%; also: strong numbers were not always called active
human PMI inhibition: inhibitors of human PMI, primary screen, biochemical, fluorescence intensity, coupled assay (AID 1209) | Mannose-6-phosphate isomerase (Homo sapiens) | purified PMI enzyme, coupled fluorescence intensity; higher % means a stronger effect | inhibition, % at 20 µM; hits with a dose series show IC50 in µM | 0.42% of 190,000 active;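 also: plate controls were DMSO vehicle for no effect and wells lacking substrate for full effect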
Large T inhibition: SV40 large T antigen inhibitors, biochemical (AID 1903) | inhibition, % at 20 µM; hits with a dose series show IC50 in µM | 0.39% of 310,000 active | SV40 large T antigen ATPase/helicase inhibition assay; higher % means a stronger effect; in the data active = a potency from the dose series; inconclusive = inhibition mostly from about 32% at the one dose, without a potency; inactive = the rest, 99 in 100 with inhibition below about 32%; also: strong numbers were not always called active
Ins promoter up cell count: further read-out of Ins promoter up, marked with its call; cell count; measured here: cytotoxicity, nuclei count;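 total cells summed across four imaged fields per well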
The depositor's hits bear a star; u = inconclusive; x = no result given. Rule as the data show it, unless noted: active = inhibition above about 50%; inactive = the rest. Rows are unselected, and some 1.5% of all compounds hit somewhere here.

SMILES	Ins promoter up	Ins promoter up cell count	TNAP activators	PMI inhibition	ER stress rescue	PhoP inhibition	West Nile virus CPE	RSV antiviral HEp-2	human PMI inhibition	Large T inhibition
Cc1ccc(C(=O)/C=C2\NCC(C)NC2=O)cc1 (stereo not given)	0	1639	1	4.1%	-3.2%	-4.9%	0.2%	5.1%	1.0%	9.2%
COc1ccc(/C(N)=N/OC(=O)c2cccc([N+](=O)[O-])c2C)cc1	-1.49	1463	1.1	-28.1%	-0.7%	5.5%	0.2%	1.4%	-43.2%	8.2%
Cc1ccc(N(CN2C(=O)c3ccccc3C2=O)C(=O)c2ccc([N+](=O)[O-])cc2[N+](=O)[O-])cc1	0	1244	1.1	6.0%	-0.1%	9.0%	-0.7%	0.7%	14.5%	4.0%
CCOC(=O)c1sc2nccc(N(C)C)c2c1N=CNOCc1ccccc1	-1.27	946	1	3.8%	0.4%	3.6%	0.2%	u	8.4%	11.7%
O=C(CCCOc1ccc(Cl)cc1)Nc1cccc(C(=O)O)c1	x	x	1.1	-0.3%	-0.5%	-7.6%	0.3%	1.1%	8.2%	9.6%
CSc1cccc(CNC(=O)C2CCC(=O)N(CCCN3CCCC3=O)C2)c1 (stereo not given)	x	x	x	x	x	-4.8%	0.6%	1.8%	x	-13.1%
Cc1cc(C)c2c(N)c(C(=O)NN3CC(=O)N(c4cccc(Cl)c4)CC3=O)sc2n1	-0.44	1150	x	x	x	-0.7%	0.0%	0.5%	x	10.3%
O=C(/C=C/c1ccc(Br)o1)Nc1nccs1	1	1319	1.1	-104.0%	-1.1%	7.4%	-0.6%	-1.2%	-63.5%	10.8%
Cc1ccc(NC(=O)CN2C(=O)COc3ccc(S(=O)(=O)N4CCOCC4)cc32)cc1F	x	x	x	x	x	-2.0%	-0.7%	2.4%	x	12.4%
CCCCC(=O)N=c1sc2c(OC)ccc(OC)c2n1C	-0.25	1101	x	x	x	-5.8%	-0.3%	0.4%	x	9.7%
O=c1ccc(-c2ccc(S(=O)(=O)Nc3ccccc3Cl)o2)n[nH]1	x	x	x	x	x	-0.2%	0.4%	4.3%	x	1.8%
CCN(Cc1ccccc1)C(=O)CN1C(=O)COc2ccc(S(=O)(=O)N3CCCCCC3)cc21	x	x	x	x	x	-1.2%	0.5%	-0.9%	x	7.1%
CC(=O)c1nn(-c2ccc(Br)cc2)cc1C(=O)c1ccco1	x	x	1	2.4%	-1.2%	8.4%	-1.0%	3.5%	4.9%	20.2%
Cc1cc(-c2onc3ccc(Cl)cc23)ccc1O	x	x	x	x	x	-4.2%	0.3%	2.7%	x	21.3%
O=C(COC(=O)c1ccccc1O)Nc1ccc(OC(F)F)cc1	0.15	1225	1.1	0.0%	0.2%	4.7%	0.5%	1.9%	7.0%	1.8%
COc1ccc(C(CNCC(=O)Nc2ccccc2F)N(C)C)cc1 (stereo not given)	x	x	x	x	x	-1.8%	0.5%	1.1%	x	1.8%
COc1ccccc1CC(=O)Nc1ccc(-c2noc(COc3ccc(Br)cc3)n2)cc1	x	x	1.2	3.4%	4.3%	0.2%	0.6%	0.7%	3.9%	0.6%
O=S(=O)(Cc1ccccc1Cl)CC(O)COc1ccccc1Cl (stereo not given)	x	x	1	10.1%	-1.3%	-12.4%	-1.0%	1.6%	13.0%	14.2%
COC(=O)Cc1c(C)nc2nc(-c3ccccc3)[nH]n2c1=O	0.21	1243	1.1	-4.9%	-2.1%	-13.6%	-0.2%	0.6%	1.5%	1.3%
Cc1ccc(NC(=O)CN(C)C(=O)CN2C(=O)NC(C)(c3ccccc3)C2=O)cc1 (stereo not given)	0.12	1461	1	-4.9%	-1.7%	-12.3%	0.5%	-0.6%	-4.1%	-2.0%
COc1cc(/C=N/N=C2/NC(=O)C(CC(=O)O)S2)ccc1OCc1cccc(Cl)c1 (stereo not given)	-0.24	1411	1.1	-4.4%	0.0%	10.6%	u	-1.7%	-7.0%	0.5%
CCOC(=O)N1CCN(C(=O)CSc2nnc(-c3cccc(Cl)c3)o2)CC1	0.34	1858	1.1	13.7%	-0.4%	-3.5%	0.6%	1.0%	12.1%	0.6%
CC(C)C[C@H](NC(=O)c1nc[nH]c1C(=O)NCC(=O)OC(C)(C)C)C(=O)OC(C)(C)C	-0.98	1041	x	x	x	2.0%	-0.9%	-2.0%	x	-10.3%
O=C(NC(=S)Nc1ccc(NC(=O)c2cccs2)cc1)c1ccco1	-0.05	1316	1	4.6%	-0.2%	-4.1%	0.1%	1.6%	15.8%	14.2%
Cc1ccc(S(=O)(=O)N(C)CCCC(=O)NC(C)(C)CO)cc1	0.07	1500	1.1	-1.6%	0.8%	-10.5%	-0.9%	-1.0%	8.6%	5.1%
Other results:
SMILES	Ins promoter up	Ins promoter up cell count	TNAP activators	PMI inhibition	ER stress rescue	PhoP inhibition	West Nile virus CPE	RSV antiviral HEp-2	human PMI inhibition	Large T inhibition
Brc1c(C[n+]2ccccc2)nc2ccccn12	0.44	975	x	x	x	0.5%	0.4%	2.5%	x	16.2%
CCOC(=O)NN=C1CCC(c2ccccc2)CC1 (stereo not given)	x	x	x	x	x	2.1%	-0.1%	0.1%	x	13.6%
Cc1ccc(-n2c(-c3ccc(Cl)cc3)c[n+]3c2CCC3)cc1	-1.9	648	x	x	x	4.2%	-0.5%	0.0%	x	8.3%
O=S1(=O)CCC(N=Cc2ccc(-c3ccc(Cl)cc3)o2)C1 (stereo not given)	0.14	1508	1.1	-5.9%	-1.0%	2.8%	0.3%	u	-0.8%	8.6%
Cc1ccc(-n2c(SCC3CCCCO3)nnc2-c2ccco2)cc1 (stereo not given)	-0.4	1326	1	18.6%	0.8%	8.1%	-0.6%	3.0%	16.5%	-6.3%
CCCNC(=O)c1ccc(COc2ccc(C(C)(C)C)cc2)o1	x	x	x	x	x	7.8%	-0.6%	0.5%	x	20.2%
COc1ccc(Nc2nc(N)nc(CSC(=S)N3CCN(C)CC3)n2)cc1	-0.03	1644	1	-1.4%	-2.6%	2.0%	-0.1%	0.1%	-11.3%	4.5%
C/C=C/C(=O)N1c2ccc(C)cc2C(C)=CC1(C)C	-0.32	1105	x	x	x	-7.6%	0.1%	0.5%	x	5.9%
C=CCn1c(SCC(=O)N(C)C)nc2cc(C(=O)O)ccc2c1=O	-0.02	1289	1	-5.7%	0.6%	2.1%	0.4%	0.8%	-10.3%	9.6%
COc1cc(C2N(c3cccc(Cl)c3)C(=O)C3CCCN32)cc(OC)c1OC (stereo not given)	-1.2	837	1.1	1.3%	-0.2%	-6.3%	0.5%	-0.5%	-0.1%	1.9%
O=C(O)C1CCCCC1C(=O)Nc1ccc(F)cc1F (stereo not given)	0.2	1582	1	-10.0%	-0.2%	-5.2%	0.0%	-0.1%	-11.2%	25.6%
CCc1ccc(C(=O)COC(=O)c2cnccn2)cc1	0.14	1281	1	-5.6%	2.6%	10.9%	0.2%	2.0%	3.3%	26.0%
Cc1c(Cl)c([N+](=O)[O-])nn1CCCC(=O)Nc1ccc(Cl)cc1Cl	0	1397	1.1	2.8%	-3.2%	3.2%	-0.2%	2.8%	10.4%	7.3%
Cc1ccc(-c2cc(C(=O)NCCc3ccccn3)c3ccccc3n2)c(C)c1	-0.16	1513	1.2	-1.8%	1.8%	1.0%	x	0.0%	8.8%	4.8%
Cc1ccc(NC(=O)Cc2ccc(F)cc2)cc1	-1.01	809	1.1	0.4%	-0.7%	25.3%	-0.7%	2.7%	-5.3%	10.8%
Fc1cccc(CNCC2CCCO2)c1 (stereo not given)	x	x	x	x	x	-4.1%	0.7%	0.3%	x	1.3%
CC(O)Cc1cn(CC(=O)N2CCN(C(=O)OC(C)(C)C)CC2)nn1 (stereo not given)	1	1376	1.1	-14.2%	2.4%	0.6%	0.1%	0.9%	-22.1%	3.8%
O=C(CSCc1ccc(Cl)cc1)N/N=C/c1ccc(Cl)cc1Cl	-0.29	1521	1	7.4%	-1.6%	-6.8%	-1.0%	3.8%	4.6%	4.6%
COCCCN=C1NN=C(c2cc(C)n(Cc3ccccc3Cl)c2C)CS1	-0.65	767	1.1	-43.8%	-0.2%	1.8%	-1.3%	8.8%	-56.5%	15.7%
O=C(CCn1ccc2cc(S(=O)(=O)N3CCCC3)ccc21)NCc1ccccc1F	x	x	x	x	x	-3.5%	-0.1%	4.9%	x	5.0%
COc1ccc(-c2cc(C(F)(F)F)n3ncc(C(=O)NCc4ccco4)c3n2)cc1	-2.48	1271	1.2	-5.8%	2.9%	-1.5%	0.1%	1.7%	-4.1%	10.8%
COc1ccc(Cl)cc1NC(=O)CSc1nnc(CNC(=O)c2ccco2)o1	-0.29	1219	1.1	6.2%	-0.2%	0.7%	-0.1%	1.4%	9.2%	2.0%
CC1=CC(=O)N(c2ccc(C)cc2)C1c1ccc(Cl)cc1 (stereo not given)	1.07	980	1.1	-0.9%	-2.3%	-0.7%	-1.7%	3.6%	-3.8%	2.5%
COC(=O)C1=C(C(=O)OC)[C@@H]2Nc3ccccc3[C@@]23C[C@@H](C(=O)OC)N=C3N1	0.06	995	x	x	x	0.2%	-0.1%	-0.2%	x	-3.5%
Cc1ccc(NC(=O)Nc2ccc3c(c2)nnn3C)cc1C	x	x	x	x	x	-4.5%	0.7%	2.4%	x	6.1%
(next part)
SMILES	Ins promoter up	Ins promoter up cell count	TNAP activators	PMI inhibition	ER stress rescue	PhoP inhibition	West Nile virus CPE	RSV antiviral HEp-2	human PMI inhibition	Large T inhibition
CCCCNc1nc(=S)n(-c2ccccc2)c(C)c1C(C)=O	-0.36	1563	1	11.0%	1.7%	2.7%	-0.1%	-0.1%	13.0%	20.4%
O=C(NC1(C(F)(F)F)NC(=O)N(Cc2ccco2)C1=O)c1cccs1 (stereo not given)	-1.06	1140	1.1	6.6%	-1.8%	0.4%	0.8%	-0.2%	9.9%	-2.0%
COc1cc(/C=C2/NC(=O)N(Cc3ccccc3F)C2=O)cc(OC)c1OC	x	x	1.1	4.9%	-2.1%	-5.2%	-0.2%	2.2%	11.0%	11.6%
Cc1nc(-c2ccc(F)cc2)c(CC(=O)Nc2ccc(C)c(S(=O)(=O)N3CCOCC3)c2)s1	x	x	x	x	x	9.9%	-0.3%	2.7%	x	3.1%
CCC(C(=O)OCC(=O)Nc1cccc(OC)c1)c1ccccc1 (stereo not given)	-1.06	1398	1.2	3.6%	3.0%	-3.4%	-0.3%	1.2%	10.0%	14.0%
Cc1nc2cc(NC(=O)NCc3ccco3)ccc2o1	-0.4	1853	1.1	9.0%	0.1%	5.6%	-0.1%	0.8%	10.4%	11.2%
CCOc1cc(/C=C2/COc3ccccc3C2=O)ccc1OCC(=O)N(C)C	-0.62	1183	1.1	2.6%	1.6%	-6.0%	1.2%	x	-2.9%	2.9%
O=C(CC(NC(=O)c1ccccc1Cl)c1ccccc1)NC1=NCCS1 (stereo not given)	0.07	1214	1.1	-3.3%	-0.7%	4.7%	0.1%	2.7%	-4.7%	18.7%
O=C(CCc1ccc(Oc2cc([N+](=O)[O-])cc([N+](=O)[O-])c2)cc1)N1CCCCC1	0.23	1658	1	4.7%	-3.4%	10.3%	-1.2%	18.7%	6.3%	1.1%
